Source: PubChem (Broad Institute)
DENV2 CPE rescue: protects cells from dengue virus 2 cytopathic effect | 1.7% of 350,000 active | CPE inhibition, % at 9.99 µM | DENV2-infected cells, cytopathic effect rescue, plate reader; in the data active = CPE inhibition above about 20%, passing the limit was not always enough; inconclusive = no clear call, values can overlap the other calls; tested in BHK-21 cells;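 also: 0% = median of neutral control wells and 100% = median of positive control wells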
E-selectin induc: induces E-selectin expression in human endothelial cells | P16581 | HUVEC E-selectin immunofluorescence imaging; normalized: neutral wells 0, TNF-alpha wells 100 | activation, % at 7.58 µM | 0.37% of 260,000 active;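 active = mean E-selectin-positive cell signal at least 10% of the positive control, reached in at least 60% of replicates, without over 20% cell loss; inconclusive = no rule given, readout overlaps actives, possibly toxicity-flagged; inactive = the rest, including those meeting only one limit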;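 also: in these data hits start at about 27%; measured in HUVEC primary endothelial cells; signal is the percent of cells scored E-selectin positive by PE staining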
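System: HUVEC / Compound: single concentration / Signal: immunofluorescence imaging / Read-out: percent E-selectin-positive cells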
S100A4 inh HTS: blocks human S100A4 binding to myosin IIA peptide; P26447; S100A4/TAMRA-MyoIIA peptide fluorescence polarization; inhibition, % at 10.7 µM; 0.14% of 360,000 active; AID 652163;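 active = mean inhibition of at least 70% across replicates, with every replicate also reaching that level; inconclusive = mean inhibition reaches 70% but some replicates fall short; inactive = mean inhibition below 70%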
Target sequence (P26447 whole entry, looked up): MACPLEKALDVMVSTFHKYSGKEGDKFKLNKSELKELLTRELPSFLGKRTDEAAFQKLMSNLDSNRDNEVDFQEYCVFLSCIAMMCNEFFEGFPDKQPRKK
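Test system: S100A4 monomer protein; Medium: HEPES pH 7.2 with CaCl2, KCl, NaCl, DTT, Triton; Probe or stimulus: TAMRA-labelled myosin IIA heavy-chain peptide probe, 5 nM; Doses: one dose per compound; Times: polarization read 5 min after assay mix addition, stable 5–60 min; Benchmarks: neutral control DMSO, positive control TFP.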
ERp5 inh: blocks human ERp5 reductase activity on insulin; ERp5 insulin aggregation, absorbance 650 nm, 90 min; inhibition, % at 9.99 µM; 0.05% of 350,000 active; Q15084;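 active = mean replicate inhibition above about 25%, with every replicate also reaching it, limit read from the data, passing the limit was not always enough; inconclusive = only one of those two criteria met; inactive = neither criterion met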
Target sequence (Q15084 whole entry, looked up): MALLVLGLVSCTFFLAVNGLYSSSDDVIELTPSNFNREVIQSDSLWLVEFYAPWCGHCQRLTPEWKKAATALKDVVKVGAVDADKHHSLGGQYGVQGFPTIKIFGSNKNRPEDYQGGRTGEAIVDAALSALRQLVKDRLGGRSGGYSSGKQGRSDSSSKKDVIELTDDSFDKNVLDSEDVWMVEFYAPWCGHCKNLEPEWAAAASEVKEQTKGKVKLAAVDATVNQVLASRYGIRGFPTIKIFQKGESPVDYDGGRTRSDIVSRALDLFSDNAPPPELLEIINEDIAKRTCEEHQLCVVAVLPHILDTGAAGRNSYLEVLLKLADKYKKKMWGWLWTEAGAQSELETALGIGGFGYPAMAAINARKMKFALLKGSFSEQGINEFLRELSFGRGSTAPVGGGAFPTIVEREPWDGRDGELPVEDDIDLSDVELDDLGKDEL
Statin myotox sup: protects C2C12 myotubes from simvastatin toxicity; rescue of ATP level, % at 7.49 µM; AID 602340; 0.78% of 330,000 active; ATP luminescence, 48 h; scaled: DMSO 0, geranylgeraniol control 100;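 active = mean ATP rescue above about 67%, or every replicate alone reaching that limit, limit read from the data, passing the limit was not always enough; inconclusive = no clear call, values can overlap the other calls; inactive = mean under the limit and some replicate under it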;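 also: myotubes were challenged with 10 µM simvastatin during compound exposure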
PglD inh: inhibitors of Campylobacter jejuni PglD acetyltransferase; purified PglD enzyme, DTNB colorimetric CoA detection; inhibition, % at 12.5 µM; 0.098% of 360,000 active; AID 602405; in the data active = inhibition above about 16%, passing the limit was not always enough; inconclusive = no clear call, values can overlap the other calls; also: strong numbers were not always called active
SIRT5 inh: sirtuin-5 (human) deacylase inhibition. 1.1% of 330,000 active. Purified SirT5, succinyl-peptide AMC, trypsin-coupled fluorescence. AID 652115. inhibition, % at 15 µM; in the data active = inhibition above about 15%; inconclusive = no clear call, values can overlap the other calls
Target sequence (Q9NXA8 whole entry, looked up): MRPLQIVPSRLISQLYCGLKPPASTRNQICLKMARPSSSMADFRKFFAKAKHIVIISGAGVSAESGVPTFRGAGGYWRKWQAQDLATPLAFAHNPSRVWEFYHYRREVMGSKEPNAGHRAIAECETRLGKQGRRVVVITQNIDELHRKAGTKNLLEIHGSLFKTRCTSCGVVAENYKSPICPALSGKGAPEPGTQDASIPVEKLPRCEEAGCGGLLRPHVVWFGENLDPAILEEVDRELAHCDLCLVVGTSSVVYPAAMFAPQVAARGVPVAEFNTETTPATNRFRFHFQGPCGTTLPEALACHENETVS
The depositor's hits bear a star; ? = inconclusive; nt = no result given; & = joins results of further samples. Some of the compounds tested; rates above refer to the full screens.

item	structure	DENV2 CPE rescue	E-selectin induc	S100A4 inh HTS	ERp5 inh	Statin myotox sup	PglD inh	SIRT5 inh
1	COc1ccc(C(=O)NNC2=NCCCCC2)cc1	11	0.7	-32	3	nt	nt	-8
2	CCOC(=O)C1(C)NC(c2ccc(OC)c(OC)c2)C2C(=O)N(c3cccc(C(C)=O)c3)C(=O)C21 (configuration not stated)	9	nt	-5	-10	8	3	-2
3	O=C(Nc1ccccc1C(=O)NCCCn1ccnc1)c1ccccc1	-3	nt	0	1	122*	9	-4
4	CCCCc1nc(Cl)c(CO)n1Cc1ccc(-c2ccccc2-c2nn[nH]n2)cc1	-1	0.3	-1	2	2	4	2
5	CCC(C)C(=O)Nc1nccs1 (configuration not stated)	nt	nt	-4	1	-3	nt	0
6	COc1ncnc(OC)c1S(=O)(=O)Nc1ccc(C(F)(F)F)cc1	1	0.0	-1	-1	16	-2	-5
7	Cc1ccccc1/C=N/N1C(=O)CSC1=S	2	-0.1	-7	1	2	-7	-3
8	CCOC(=O)[C@]12CCCC=C1N(Cc1ccco1)C(=O)[C@H](CC(=O)NCc1ccc(OC)c(OC)c1)C2	?	0.1	0	0	nt	nt	3
9	O=C(COC(=O)c1cccs1)Nc1cccc(S(=O)(=O)NC2=NCCCCC2)c1	9	nt	-2	-3	nt	nt	0
10	O=C(N[C@H]1C[C@@H]2O[C@@H](CO)CC[C@@H]2O[C@@H]1CCc1ccc(-c2ccccc2)cc1)c1cnccn1	5	nt	-4	3	nt	nt	8
11	CC(C)n1cnc2c(N(C)c3cccc(Cl)c3)nc(N(CCO)CCO)nc21	-8	-0.1	-3	-4	-39	-5	-7
12	CC(C)CC#Cc1ccc2c(c1)O[C@H](CN(C)Cc1ccncc1)[C@@H](C)CN([C@@H](C)CO)S2(=O)=O	9	0.2	0	-14	-53	0	8
13	CCCC#Cc1ccc([C@H]2[C@@H](CO)N3CCCCN(S(=O)(=O)Cc4ccccc4)C[C@@H]23)cc1	-7	-0.7	-6	3	24	3	10
14	CC(C)Oc1cccc(NC(=O)C2(C)CCCN(C)C2)c1 (configuration not stated)	-2	0.4	-1	-5	10	2	-1
15	CCC(=O)N1[C@@H]2c3ccc(C4=CCCCC4)c(=O)n3C[C@H]1[C@H](CO)[C@H]2C(=O)N[C@@H](C)c1ccccc1	3	0.2	1	6	-3	-1	-14
16	Cc1[nH]nc(SCC(=O)N2CCOCC2)c1[N+](=O)[O-]	nt	1.4	7	-4	-8	2	-2
17	Nc1nc2cc(Cl)c(Br)cc2o1	2	4.0	-2	2	4	-1	nt
18	Cc1cc(C(=O)CCC(=O)N2CCN(c3ccccc3F)CC2)c(C)s1	-2	nt	-4	-4	nt	nt	1
19	CCOC(=O)C1=CN(Cc2ccco2)S(=O)(=O)N(CC)C1c1ccccc1 (configuration not stated)	7	0.7	-2	-2	12	6	0
20	CN(C)C(=O)C[C@@H]1C=C[C@H](NC(=O)c2ccc(F)cc2)[C@H](CO)O1	-3	0.0	-2	-4	4	-1	3

A different layout for eleven compounds above.
Values run as follows: DENV2 CPE rescue	E-selectin induc	S100A4 inh HTS	ERp5 inh	Statin myotox sup	PglD inh	SIRT5 inh
7: Cc1ccccc1/C=N/N1C(=O)CSC1=S
    2	-0.1	-7	1	2	-7	-3
8: CCOC(=O)[C@]12CCCC=C1N(Cc1ccco1)C(=O)[C@H](CC(=O)NCc1ccc(OC)c(OC)c1)C2
    ?	0.1	0	0	nt	nt	3
9: O=C(COC(=O)c1cccs1)Nc1cccc(S(=O)(=O)NC2=NCCCCC2)c1
    9	nt	-2	-3	nt	nt	0
10: O=C(N[C@H]1C[C@@H]2O[C@@H](CO)CC[C@@H]2O[C@@H]1CCc1ccc(-c2ccccc2)cc1)c1cnccn1
    5	nt	-4	3	nt	nt	8
11: CC(C)n1cnc2c(N(C)c3cccc(Cl)c3)nc(N(CCO)CCO)nc21
    -8	-0.1	-3	-4	-39	-5	-7
12: CC(C)CC#Cc1ccc2c(c1)O[C@H](CN(C)Cc1ccncc1)[C@@H](C)CN([C@@H](C)CO)S2(=O)=O
    9	0.2	0	-14	-53	0	8
13: CCCC#Cc1ccc([C@H]2[C@@H](CO)N3CCCCN(S(=O)(=O)Cc4ccccc4)C[C@@H]23)cc1
    -7	-0.7	-6	3	24	3	10
14: CC(C)Oc1cccc(NC(=O)C2(C)CCCN(C)C2)c1 (configuration not stated)
    -2	0.4	-1	-5	10	2	-1
15: CCC(=O)N1[C@@H]2c3ccc(C4=CCCCC4)c(=O)n3C[C@H]1[C@H](CO)[C@H]2C(=O)N[C@@H](C)c1ccccc1
    3	0.2	1	6	-3	-1	-14
16: Cc1[nH]nc(SCC(=O)N2CCOCC2)c1[N+](=O)[O-]
    nt	1.4	7	-4	-8	2	-2
17: Nc1nc2cc(Cl)c(Br)cc2o1
    2	4.0	-2	2	4	-1	nt

Other results
item	structure	DENV2 CPE rescue	E-selectin induc	S100A4 inh HTS	ERp5 inh	Statin myotox sup	PglD inh	SIRT5 inh
21	O=C(Nc1ccc(S(=O)(=O)Nc2ncccn2)cc1)c1cnc(Cl)c(Cl)c1	-5	6.4	0	2	nt	nt	-6
22	N=C1/C(=C\c2ccc(-c3cccc(Cl)c3)o2)C(=O)N=C2SC=C(c3ccccc3)N12	67*	nt	-20	0	nt	nt	2
23	CCC(=O)N[C@@H]1C=C[C@@H](CC(=O)NCc2cc(F)cc(F)c2)O[C@H]1CO	10	0.8	-2	2	-13	-2	1
24	COc1cccc(-c2ccc([C@H]3[C@H](CO)N4CCCCN(Cc5cncnc5)C[C@@H]34)cc2)c1	-11	0.1	30	15	12	-5	-1
25	Cc1cc(Nc2ccc(F)cc2)c2ccccc2n1	10	0.0	-2	-7	-12	-2	-1
26	CNC(=O)C[C@H]1CC[C@@H]2[C@@H](COc3ccc(NC(=O)c4ccc(F)c(F)c4)cc3C(=O)N2C)O1	?	0.2	1	3	-14	3	-1
27	C[C@H](CO)N1C[C@H](C)[C@H](CN(C)Cc2ccccc2)Oc2cc(/C=C/c3ccccc3)ccc2S1(=O)=O	15	-0.3	3	2	8	7	21*
28	CC(C)CC#Cc1cnc2c(c1)C(=O)N([C@H](C)CO)C[C@H](C)[C@@H](CN(C)C(=O)Nc1cccc(F)c1)O2	5	0.2	4	0	29	-2	1
29	S=C(Nc1ccccc1)N1CCN(c2ccccn2)CC1	5	-0.4	2	1	nt	nt	-4
30	Cc1cc(C)cc(NC(=O)Cc2ccc(NC3=NC4CS(=O)(=O)CC4S3)cc2)c1 (configuration not stated)	-1	51*	-7	7	3	1	-5
31	COc1ccc(OC)c(CC(NC(C)=O)C(=O)NC2CCN(c3nnnn3-c3ccccc3)CC2)c1 (configuration not stated)	-3	nt	-1	-5	nt	nt	-2
32	CCOc1ccc(NC(=O)n2ncc3c(C)cccc32)cc1	-3	1.1	-2	4	-22	0	-1
33	O=C(CSc1nncs1)Nc1cc(S(=O)(=O)N2CCOCC2)ccc1N1CCCC1	0	nt	-1	3	-23	nt	3
34	O=C(/C=C/c1ccccc1)N(Cc1ccc(Cl)cc1)C1CCS(=O)(=O)C1 (configuration not stated)	2	-0.1	3	-3	23	-8	4
35	COCC(=O)N1CC(=O)N2[C@H](C1)[C@H](c1ccc(C#CC(C)C)cc1)[C@@H]2CO	10	0.3	11	-2	nt	nt	1
36	CCOc1ccc(CCNC(=O)COC(=O)/C=C/c2cccc(OC)c2)cc1OCC	7	nt	11	11	22	-8	-10
37	CO[C@@H]1CN(C)C(=O)c2ccc(NS(=O)(=O)c3ccccc3)cc2OC[C@@H](C)N(Cc2cccnc2)C[C@H]1C	-7	-0.1	-1	-4	1	-1	0
38	CCc1ccc(NC(=O)C(C)OC(=O)c2cccc(S(=O)(=O)N3CCc4ccccc4C3)c2)cc1 (configuration not stated)	-3	nt	1	0	nt	nt	-3
39	C[C@@H]1CN([C@@H](C)CO)C(=O)c2cc(NS(=O)(=O)c3cn(C)cn3)ccc2O[C@@H](C)CCCCO[C@@H]1CN(C)C	2	0.0	8	4	nt	2	-1
40	O=C(Nc1ccc(-c2cnco2)cc1)c1ccc(F)cc1F	2	nt	-2	nt	-6	nt	-3
41	O=C(CCN1CCCCC1)N[C@@H]1CC[C@@H](CCNC(=O)c2cc(Cl)cc(Cl)c2)O[C@H]1CO	7	-0.4	0	2	-10	0	-4
42	O=C(C[C@@H]1CC[C@@H]2NC[C@H](O)COC[C@H]2O1)NCCc1ccncc1	0	0.1	8	4	0	2	1
43	C[C@H](CO)N1C[C@H](C)[C@H](CN(C)Cc2ccc(Cl)c(Cl)c2)Oc2ccc(NS(=O)(=O)c3cccs3)cc2CC1=O	3	6.5	2	-1	-5	-3	4
44	CC(C)N1CCc2c(sc(NC(=O)c3ccc(S(=O)(=O)N(C)CC4CCCO4)cc3)c2C(N)=O)C1 (configuration not stated)	-7	-2.4	-8	1	nt	-3	-2
45	COC(=O)[C@@H]1[C@@H](C)N(Cc2ccccc2)C(=O)N[C@H]1c1ccccc1	nt	0.0	nt	nt	-5	-6	nt
46	COc1ccccc1NC(=O)c1cnc(SC)nc1	5	nt	-4	2	3	-2	1
47	Cc1noc(C)c1NC(=O)N[C@@H]1CC[C@@H](CC(=O)N2CCCCC2)O[C@H]1CO	-7	0.3	-7	-3	3	1	0
48	O=C1C2C3C=CC(C3)C2C(=O)N1Nc1c(Cl)cc(Cl)cc1Cl (configuration not stated)	12	0.1	-2	4	nt	nt	0
49	COc1ccc(Cl)cc1NC(=O)C1COc2ccccc2O1 (configuration not stated)	-5	nt	-4	3	nt	nt	-2
50	C[C@@H]1CCCCO[C@H](CN(C)Cc2ccccc2)[C@@H](C)CN([C@@H](C)CO)C(=O)c2cc(NC(=O)Nc3ccc(F)cc3)ccc2O1	nt	0.0	3	0	nt	-6	3
51	CN(C)C(=O)c1ccc(-c2ccc(C3[C@@H]4CN(Cc5nccs5)C[C@H]3N4)cc2)cc1 (some centres not stated)	-4&-3	?	20&-1	-2&8	nt	nt	0&13
52	CC(NC(=O)COC(=O)C1(C)CC1(Cl)Cl)c1ccccc1 (configuration not stated)	-8	nt	0	-8	-7	2	-1
53	CCn1c(=O)c(=O)n(CC)c2cc(S(=O)(=O)Nc3cc(C)ccc3C)ccc21	-1	-1.0	-1	-5	35	3	1
54	COCC(=O)Nc1ccc2c(c1)C(=O)N(C)[C@@H]1CC[C@H](CC(=O)NC3Cc4ccccc4C3)O[C@H]1CO2	-7	0.3	-8	1	-24	3	-3
55	O=C(Nc1cccc(O)c1)c1noc2c1CCCCC2	-7	nt	6	0	nt	nt	-4
56	Cc1ccc(NC(=O)c2cccc(C(=O)OC(C)C)n2)c(Br)c1	-7	nt	-3	-2	nt	nt	-1
57	CCOC(=O)c1c(C)[nH]c(C)c1C(=O)COC(=O)c1ccc(Cl)nc1	-5	0.2	-60	2	5	-2	-5
58	COc1ccccc1CNC(=O)COC(=O)C1CCN(S(=O)(=O)c2c(Cl)cccc2Cl)CC1	0	-1.2	0	nt	-15	7	-3
59	C=C1C(=O)OC2CC1C(OC(C)=O)CC(C)=CCCC(C)=CCCC2(C)O (configuration not stated)	-5	nt	2	0	-88	-2	9
60	C[C@@H]1CN([C@H](C)CO)C(=O)CCCn2cc(nn2)CO[C@H]1CN(C)S(=O)(=O)c1cccc(F)c1	-6&2	1.6&-0.3	-1&-9	0&1	-6&-5&4	-4&5	-2&-2
61	CC(=O)N(C)C[C@H]1Oc2cc(-c3cccnc3)ccc2S(=O)(=O)N([C@@H](C)CO)C[C@H]1C	-4	-0.6	5	6	-22	3	0
